# Bioassay records as filed in PubChem.
# TDP43 rescue = inhibitors of TDP-43 toxicity in yeast | TDP-43 expressing yeast growth rescue, BacTiter-Glo, 24 h | Potency, µM (highest dose often 46.1 µM), inactives show at the highest dose growth rescue (activation), most hits filed as activators | actives 1.8% (n = 410,000) | AID 652104; further: potency means the concentration at half of the fitted maximal effect; % of control where 0% means no effect; nearly all actives have a fitted effect of over 50% in size
#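 Luminescence from BacTiter-Glo reports growth of TDP-43-expressing yeast after 24 hr at 30 deg C with compound. Cells were raffinose-pregrown to mid-log, then seeded in galactose medium at OD600=0.02.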
# GLP1R cytotox = cytotoxic in the GLP-1 receptor inverse agonist counter-screen. HEK293 cAMP-luciferase reporter cells, luminescence, 24 h. Potency, µM (highest dose often 38.3 µM), inactives show top-dose activity change, negative = inhibition, actives largely listed as inhibitors. actives 0.13% (n = 410,000). AID 624418;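 further: loss of luciferase light is scored as toxicity; potency means the concentration at half of the fitted maximal effect; on the % scale 0 is the no-effect control and ±100 the full control effect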
#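 Here, cytotoxicity is scored as loss of luminescence. The MLSMR collection was tested on cells seeded in medium containing 10% Nu serum, with a 24 hr compound exposure preceded by 12 hours of culture.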
# KB-V1 MDR tox = kills drug-selected multidrug resistant KB-V1 cells; KB-V1 MDR cells viability, CellTiter-Glo, 72 h; AID 1347076; Potency, µM (series often up to 46.1 µM), for inactives: at the highest dose activity change, negative = cytotoxicity, usual class: cytotoxic; actives 3.4% (n = 400,000); further: potency means the concentration at half of the fitted maximal effect; on the % scale 0 is the no-effect control and ±100 the full control effect; nearly all actives have a fitted effect of over 60% in size
#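 Compound-treated KB-V1 multidrug-resistant cells, 72 h, 37 degrees C; viability by CellTiter-Glo. Fitted qHTS curves give the values.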
# aSyn yeast inh = alpha-synuclein toxicity inhibition in yeast. actives 0.14% (n = 370,000). Potency, µM (titrated, usually from 46.1 µM), inactives show top-dose growth rescue (activation), usual class: activators. Yeast expressing alpha-synuclein, growth rescue, BacTiter-Glo, 24 h; further: potency means the concentration at half of the fitted maximal effect; % of control where 0% means no effect; nearly all actives have a fitted effect of over 65% in size
#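 Readout is rescue of growth in alpha-synuclein-expressing yeast, so inhibitors of toxicity appear as activators. Growth after 24 hr at 30 deg C in galactose medium is quantified by luminescence.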
# DRD3 agonist = agonists of human D3 dopamine receptor; P35462; D3R DiscoveRx beta-arrestin cells, luminescence, 90 min; max activation, %; actives 0.58% (n = 410,000); AID 652048; in the data active means max activation above about 30%; further: 0% is about no effect; mostly tested at two doses, the higher about 12 µM
#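 Agonist-mode cell screen: cells plated at 1500/well and incubated overnight at 37 °C, then exposed to library compounds for 90 min at 37 °C. Detection reagent was added for 30–60 min at room temperature, and luminescence was read.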
# GLP-1R agonist = GLP-1 receptor (human) agonism; P43220; HEK293 GLP-1R CRE-luciferase, luminescence, 4-6 h; cells express a hypersensitive GLP-1R form; Potency, µM (titrated, usually from 45.6 µM), for the others: at the highest dose activation, most hits filed as activators; actives 0.007% (n = 380,000); AID 624172; further: potency means the concentration at half of the fitted maximal effect; % of control where 0% means no effect
# Target sequence (P43220 whole entry, looked up): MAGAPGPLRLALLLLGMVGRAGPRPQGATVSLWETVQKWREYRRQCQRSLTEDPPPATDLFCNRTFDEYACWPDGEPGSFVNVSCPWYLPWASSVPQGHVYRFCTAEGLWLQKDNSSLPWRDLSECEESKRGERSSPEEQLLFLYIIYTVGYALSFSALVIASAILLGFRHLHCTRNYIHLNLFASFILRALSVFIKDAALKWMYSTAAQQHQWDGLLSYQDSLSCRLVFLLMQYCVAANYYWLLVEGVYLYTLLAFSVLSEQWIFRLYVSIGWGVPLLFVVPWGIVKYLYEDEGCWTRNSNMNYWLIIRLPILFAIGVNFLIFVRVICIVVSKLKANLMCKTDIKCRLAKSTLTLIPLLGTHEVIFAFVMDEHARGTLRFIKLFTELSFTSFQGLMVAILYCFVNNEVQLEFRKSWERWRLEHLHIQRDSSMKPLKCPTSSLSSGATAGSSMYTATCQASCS
# DRD3 antagonist = antagonists of human D3 dopamine receptor. D3R cells, DiscoveRx beta-arrestin luminescence, antagonist mode; stronger effect = lower value. max response, negative = inhibition, %. actives 2.5% (n = 360,000). AID 652054; in the data active means max response below about -50%; inconclusive means no clear call, values can overlap the other calls; further: on the % scale 0 is the no-effect control and ±100 the full control effect; mostly tested at two doses, the higher about 12 µM
#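 Cells plated overnight at 1500 cells/well, then exposed to library compounds with dopamine controls for 90 minutes at 37 degrees C. DiscoveRx reagent added for 30–60 minutes at room temperature; luminescence read, quantitative HTS format.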
# GLP-1R inv ag = GLP-1 receptor (human) inverse agonism. P43220. HEK293 GLP-1R CRE-luciferase, luminescence, 24 h; GLP-1R form is constitutively active. Potency, µM (highest dose often 38.3 µM), without a hit: at the top dose activity change, negative = inhibition, usual class: inhibitors. actives 1.6% (n = 410,000); further: potency means the concentration at half of the fitted maximal effect; on the % scale 0 is the no-effect control and ±100 the full control effect; nearly all actives have a fitted effect of over 55% in size
#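 Inverse agonists were sought by their lowering of basal cAMP reporter luciferase output in HEK293 cells stably carrying constitutively active human GLP-1R, after 24 h compound treatment.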
# PTHR1 ag = agonists of human PTHR1 parathyroid hormone receptor. Potency, µM (top dose mostly 115 µM), without a hit: at the highest dose activation, hits mostly activators. AID 743266. actives 0.075% (n = 410,000). Q03431. HEK293 GP2 PTHR1 cells, GloSensor cAMP luminescence, 1 h; further: potency means the concentration at half of the fitted maximal effect; nearly all actives have a fitted effect of over 55% in size; some results filed as inactive show a strong effect at the top dose; inactives centre near -15; many of its hits are not listed in these tables
# Target sequence (Q03431 whole entry, looked up): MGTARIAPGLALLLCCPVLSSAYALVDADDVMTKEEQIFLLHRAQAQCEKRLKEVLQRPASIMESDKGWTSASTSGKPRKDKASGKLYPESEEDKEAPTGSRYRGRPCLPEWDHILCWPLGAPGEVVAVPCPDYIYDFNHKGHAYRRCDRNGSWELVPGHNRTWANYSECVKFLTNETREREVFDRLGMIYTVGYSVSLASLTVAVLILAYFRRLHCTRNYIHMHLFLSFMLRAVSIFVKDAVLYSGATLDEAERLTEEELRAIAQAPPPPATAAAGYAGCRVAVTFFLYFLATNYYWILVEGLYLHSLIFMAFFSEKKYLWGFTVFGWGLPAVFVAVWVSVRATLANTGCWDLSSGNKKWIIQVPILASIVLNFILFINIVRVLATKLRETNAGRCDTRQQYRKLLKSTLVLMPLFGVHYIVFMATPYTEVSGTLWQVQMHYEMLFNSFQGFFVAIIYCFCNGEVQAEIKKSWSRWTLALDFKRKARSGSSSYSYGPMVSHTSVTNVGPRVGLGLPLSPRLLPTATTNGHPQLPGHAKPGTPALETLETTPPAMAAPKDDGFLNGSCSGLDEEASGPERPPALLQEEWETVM
#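 HEK-293-derived GP2 cells expressing PTHR1 and a GloSensor cAMP reporter, 3,000/well, plated overnight, given luciferin plus IBMX (each 0.5 mM as added) for 1 h at 37 °C, then compound for 1 h at 37 °C. Luminescence was read after 15 min at room temperature.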
# * = called active by the depositor; i = inactive; ? = inconclusive; . = no result given; [ ] = remark or other dose. Unless noted, the call rests on the fitted dose curve; in most records, active means well fitted curve in the direction sought with a large enough effect; inconclusive means small, poorly fitted or top-dose-only effect, or another doubt; inactive means no such curve, though single readings can be large; an effect the other way counts as inactive or inconclusive.
# Order of results – PTHR1 ag	DRD3 antagonist	aSyn yeast inh	GLP-1R agonist	TDP43 rescue	GLP1R cytotox	GLP-1R inv ag	DRD3 agonist	KB-V1 MDR tox
- O=C(CSc1nc2ccccc2[nH]1)Nc1c(F)cccc1F
→ -20%[57.5 µM]	26	2%	10%	1%	27%	-20%	0	-1%
- CSc1ccccc1NC(=O)c1ccc(CN2CCOCC2)cc1
→ -10%	-24	-3%	14%	-22%	-3%	-24%	11	1%
- Cc1ccc(C(=O)N/C(=C\c2ccccc2)C(=O)NCC2CCCO2)cc1 (stereo unspecified)
→ -10%	2	0%	-2%	-5%	2%	12%	3	-1%
- COc1ccc(C(C)NC(=S)NC2CCCCC2)cc1OC (stereo unspecified)
→ i	-5	-4%	2%	7%	-5%	-7%	-7	0%
- Cn1c(=O)[nH]c(Nc2ccccc2)c([N+](=O)[O-])c1=O
→ i	9	0%	0%	0%	6%	25%	-5	-19%
- N#Cc1ccc(CN2CCN(C(=O)c3ccc(S(=O)(=O)N4CCCCCC4)cc3)CC2)cc1
→ -40%[inhibitor]	13	5%	-4%	13%	0%	-3%	4	-13%
- Cc1ccccc1NC(=O)C(C)Sc1nnc(-c2ccncc2)n1CC1CCCO1 (stereo unspecified)
→ -9%	5	-2%	3%	-32%[inhibitor]	-4%	-3%	3	-13%
- CC(/C=N/Nc1nc2ccccc2[nH]1)=C\c1ccccc1
→ -17%	-3	15%	8%	?	?	?	-7	20%
- COc1cccc(Cn2nc(SC)c(S(=O)(=O)c3ccccc3)c2N(C(C)=O)C(C)=O)c1
→ i	.	.	-1%	20µM*	-3%	?	7	-4%
- O=C(CN1CCOCC1)NC1CC2CCC1C2 (stereo unspecified)
→ i	-2	-2%	-8%	-11%	1%	15%	-5	5%
- Cc1ccccc1Nc1nc(N2CCOCC2)nc(N2CCOCC2)n1
→ i	-5	-1%	-2%	-1%	10%	?	1	-1%
- CC(C)CC(NC(N)=O)C(=O)Nc1ccc2c(c1)OCO2 (stereo unspecified)
→ -8%	8	-1%	1%	22%	-27%	28%	2	-5%
- Cc1cc2nnc(SCc3ccc(F)cc3)n2c2ccccc12
→ -5%	.	24%	26%	35µM*	2%	-7%	3	?
- COc1ccc(OC)c(Nc2cc(C(=O)NCCCN3CCOCC3)c3ccccc3n2)c1
→ -8%	-13	0%	1%	-10%	1%	?	4	18µM*
- CCCn1nnnc1NCc1ccc(N2CCCC2)cc1
→ i	18	3%	-4%	0%	9%	-8%	0	?

# Later entries:
# Order of results – PTHR1 ag	DRD3 antagonist	aSyn yeast inh	GLP-1R agonist	TDP43 rescue	GLP1R cytotox	GLP-1R inv ag	DRD3 agonist	KB-V1 MDR tox
- CC1=CCC(C(=O)O)(C(=O)N/N=C/c2cccs2)C(c2ccc(Cl)cc2)C1 (stereo unspecified)
→ i	-5	5%	1%	-4%	8%	?	9	19%
- CC(=O)Nc1ccc(C)c(NS(=O)(=O)c2cccc(C(F)(F)F)c2)c1
→ -16%	4	-4%	-9%	-15%	-1%	-23%	4	5%
- Cc1ccc(S(=O)(=O)N(CC(=O)NCc2ccco2)Cc2ccc(F)cc2)cc1
→ i	17	0%	6%	25%	-4%	-22%	6	-13%
- COc1ccc(NCc2cc3cc4c(cc3n(CC(=O)Nc3ccccc3)c2=O)OCO4)cc1
→ -18%	.	.	.	13%	-9%	-2%	-24	.
- Cc1cc(CNC(=O)C(C)n2cc([N+](=O)[O-])cn2)c2ccccc2n1 (stereo unspecified)
→ 1%	-5	-1%	1%	-11%	7%[7.66 µM]	35%[activator][7.66 µM]	-2	-17%
- CC1=CC2=NC(=O)/C(=C\c3ccc(OC(=O)c4ccco4)cc3)C(=N)N2O1
→ -17%	-17	2%	0%	-5%	-11%	-4%	-5	?
- O=C(CCN1C(=O)/C(=C/c2ccc(F)cc2)SC1=S)N[C@@H](CO)Cc1ccccc1
→ -6%	17	1%	3%	10%	-18%	?	-3	3%
- COC(=O)C(C(=O)OC)C(C[N+](=O)[O-])c1ccc(OC)c(OC)c1 (stereo unspecified)
→ i	12	-1%	-5%	-10%	-8%	14%	-4	22%
- CCC1CCCN1Cn1cnc2c([nH]c3ccccc32)c1=O (stereo unspecified)
→ i	8	-1%	-9%	18%	0%	17%	-10	-30%
- CC(=O)Nc1ccc(SCC(=O)Nc2ccc3c(c2)OCCO3)cc1
→ i	-15	-1%	18%	-17%	-17%	16%	-7	24%
- Cc1ccc(C)c(S(=O)(=O)c2c(C)cc(C)nc2Cl)c1
→ -49%[inhibitor]	1	3%	2%	11µM*	-3%	?	5	9%
- CCN(C(=O)CSc1nc(-c2ccccc2)no1)c1ccccc1
→ -63%[inhibitor]	.	.	.	?	-12%	?	-6	-14%
- CCOc1ccc(CNC(=O)C2CCN(C3=NS(=O)(=O)C(c4ccc(C)cc4)=C3CC)CC2)cc1
→ -71%[inhibitor]	.	.	.	17%	-11%	?	-7	-2%
- CCCn1c(C)cc(C(=O)Cn2nnc3ccccc3c2=O)c1C
→ -32%[inhibitor]	-28	15%	0%	-33%[inhibitor]	26%[7.66 µM]	-8%[7.66 µM]	0	?
- COc1ccc(S(=O)(=O)/N=C2\C=C(Nc3ccc(O)cc3)C(=O)c3ccccc32)cc1
→ -18%	-80*	-10%	-2%	2%	?	?	-34	16µM*

# Single records, as listed above:
# CCN(C(=O)CSc1nc(-c2ccccc2)no1)c1ccccc1 as listed: PTHR1 ag: -63%[inhibitor]; DRD3 antagonist: .; aSyn yeast inh: .; GLP-1R agonist: .; TDP43 rescue: ?; GLP1R cytotox: -12%; GLP-1R inv ag: ?; DRD3 agonist: -6; KB-V1 MDR tox: -14%
# CC1=CCC(C(=O)O)(C(=O)N/N=C/c2cccs2)C(c2ccc(Cl)cc2)C1 (stereo unspecified) as listed: PTHR1 ag: i; DRD3 antagonist: -5; aSyn yeast inh: 5%; GLP-1R agonist: 1%; TDP43 rescue: -4%; GLP1R cytotox: 8%; GLP-1R inv ag: ?; DRD3 agonist: 9; KB-V1 MDR tox: 19%

# Further structures follow:
# Order of results – PTHR1 ag	DRD3 antagonist	aSyn yeast inh	GLP-1R agonist	TDP43 rescue	GLP1R cytotox	GLP-1R inv ag	DRD3 agonist	KB-V1 MDR tox
- O=C(COc1ccccc1)NNC1=NS(=O)(=O)c2ccccc21
→ i	-15	1%	0%	-4%[9.22 µM]	-3%[7.66 µM]	2%[7.66 µM]	3	3%
- COc1cccc(N2CCN(C(=O)CCCCCn3c(=S)[nH]c4cc5c(cc4c3=O)OCO5)CC2)c1
→ -18%	53	1%	5%	15%	-8%	16%	7	-2%
- COc1ccc(C(=O)NCC(=O)OCC(=O)Nc2ncc(Cl)cc2Cl)cc1[N+](=O)[O-]
→ i	5	0%	16%	?	2%	1%	-3	?
- CCCCCOC(=O)C1=C(C)NC(=O)NC1c1ccccc1OCC (stereo unspecified)
→ -8%[57.5 µM]	63	18%	5%	-3%	-3%	?	12	-12%
- COc1ccc(-c2cnc(C(N)=O)c(=O)[nH]2)cc1
→ -15%	28	7%	-1%	-3%	-1%	-1%	-5	19%
- O=C(CN(C(=O)c1csnn1)c1cccc2c1CCCC2)NCc1ccccc1
→ i	-3	11%	7%	16%	-5%	?	-21	-22%
- O=C(Nc1ccc(Cl)cc1N1CCOCC1)C1CCCO1 (stereo unspecified)
→ i	7	-1%	2%	24%	-16%	-13%	11	0%
- Cc1c(C(=O)Nc2cccc(Cl)c2)c2ccccn2c1CCc1ccncc1
→ -22%	3	0%	11%	-1%	2%	?	-11	?
- CC(=O)c1cccc(NC(=O)C(C)OC(=O)CCc2nc3ccccc3c(=O)[nH]2)c1 (stereo unspecified)
→ 0%	2	-7%	10%	-19%	19%	-12%	2	0%
- O=C(CN1CCCc2ccccc21)NCCc1ccc(F)cc1
→ -2%	1	12%	7%	?	18%	?	5	?
- C/C(=N\NC(=O)c1ccccc1OCc1ccc(F)cc1)c1ccccn1
→ i	-16	?	15%	18%	?	5µM*	-11	?
- O=C(NCCC1CCCCN1S(=O)(=O)c1ccc(Cl)cc1)C(=O)NCc1ccco1 (stereo unspecified)
→ -8%	-14	0%	-1%	-1%	?	?	-5	?
- CCCN1C(=O)CC(=O)N=C1SCC(=O)Nc1ccccc1F
→ -9%	16	1%	0%	16%	-15%	7%	1	10%
- CC1(C)CC(NC(=O)C23CCC(C)(/C(=N/O)C2)C3(C)C)CC(C)(C)N1 (stereo unspecified)
→ i	?	.	-10%	-5%	0%	0%	4	11%
- O=C(NCc1ccccc1)C(=O)Nc1c2c(nn1-c1ccc(F)cc1)CSC2
→ i	.	.	.	18%	-9%	-2%	1	-13%
- O=C(COC(=O)c1ccccn1)NCCc1ccc(Cl)cc1
→ i	-8	6%	6%	1%	-7%	-15%	6	27%

# 5 compounds picked at random from those above, as already listed:
# Order of results – PTHR1 ag	DRD3 antagonist	aSyn yeast inh	GLP-1R agonist	TDP43 rescue	GLP1R cytotox	GLP-1R inv ag	DRD3 agonist	KB-V1 MDR tox
- O=C(CSc1nc2ccccc2[nH]1)Nc1c(F)cccc1F
→ -20%[57.5 µM]	26	2%	10%	1%	27%	-20%	0	-1%
- CC1=CC2=NC(=O)/C(=C\c3ccc(OC(=O)c4ccco4)cc3)C(=N)N2O1
→ -17%	-17	2%	0%	-5%	-11%	-4%	-5	?
- O=C(NCc1ccccc1)C(=O)Nc1c2c(nn1-c1ccc(F)cc1)CSC2
→ i	.	.	.	18%	-9%	-2%	1	-13%
- O=C(CN(C(=O)c1csnn1)c1cccc2c1CCCC2)NCc1ccccc1
→ i	-3	11%	7%	16%	-5%	?	-21	-22%
- Cc1c(C(=O)Nc2cccc(Cl)c2)c2ccccn2c1CCc1ccncc1
→ -22%	3	0%	11%	-1%	2%	?	-11	?

# The list is partial; rates above refer to the full screens.
